Source: PubChem (National Center for Advancing Translational Sciences (NCATS))
GLP-1R agonist = GLP-1 receptor (human) agonism; HEK293 GLP-1R CRE-luciferase, luminescence, 4-6 h; cells express a hypersensitive GLP-1R form; Potency, µM (doses to about 45.6 µM), for inactives: at the highest dose activation, hits mostly activators; 380,000 compounds, 0.007% hits; AID 624172; note: potency is the fitted concentration of half-maximal effect; % of control where 0% means no effect
Target sequence (P43220 whole entry, looked up): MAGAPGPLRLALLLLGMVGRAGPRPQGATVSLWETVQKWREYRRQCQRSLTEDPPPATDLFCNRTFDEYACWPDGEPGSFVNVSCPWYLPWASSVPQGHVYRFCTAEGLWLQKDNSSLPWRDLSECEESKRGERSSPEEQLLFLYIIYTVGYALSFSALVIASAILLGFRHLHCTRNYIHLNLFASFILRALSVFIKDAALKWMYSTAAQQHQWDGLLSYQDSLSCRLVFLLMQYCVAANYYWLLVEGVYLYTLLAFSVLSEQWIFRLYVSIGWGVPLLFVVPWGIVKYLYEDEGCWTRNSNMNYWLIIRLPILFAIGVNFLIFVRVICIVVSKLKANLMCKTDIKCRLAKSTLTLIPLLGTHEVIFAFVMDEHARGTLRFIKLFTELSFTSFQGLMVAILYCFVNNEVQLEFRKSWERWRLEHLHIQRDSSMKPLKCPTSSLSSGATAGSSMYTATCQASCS
IL-1B inflam inh = blocks inflammasome-driven IL-1 beta release; THP-1 LPS/ATP IL-1B secretion, AlphaLISA, 16 h; stronger effect = lower value; activity change, % at 57.5 µM; 360,000 compounds, 4.7% hits; in the data active = activity change below about -50%; inconclusive = mostly about -30% to -49%; note: % is set by controls: 0 for no effect and ±100 for the full control effect
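THP-1 cells pretreated 1 hr with compounds (up to 57.5 uM final), then stimulated with LPS (250 ng/mL final) plus ATP (1.25 mM final); secreted IL-1B measured by AlphaLISA after 16 hr, decreased signal indicating inhibition.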
HT1080NT lethal = kills 2HG-producing HT-1080-NT fibrosarcoma cells. Potency, µM (top dose mostly 46.1 µM), without a hit: at the top dose activity, negative = less viability, hits mostly cytotoxic. 360,000 compounds, 1.6% hits. AID 686970. HT-1080-NT fibrosarcoma viability, CellTiter-Glo ATP luminescence, 48 h;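 note: NT is the 2HG producing partner of a matched IDH1 knockdown line; potency is the fitted concentration of half-maximal effect; 0% = DMSO-treated cells and -100% = media-only wells without cells; nearly all actives have a fitted effect of over 55% in size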
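A 48-hour cytotoxicity screen used HT-1080-NT cells plated 2 hours before compound delivery. ATP-based CellTiter-Glo luminescence measured viability, normalized to DMSO and no-cell controls.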
SW480 rerep = induces DNA re-replication in SW480 colon adenocarcinoma cells. SW480 DNA re-replication, Hoechst DNA content imaging, 48 h. Potency, µM (titrated, usually from 46.1 µM), without a hit: at the highest dose re-replication activation, usual class: activators. 340,000 compounds, 1.8% hits. AID 624297; note: potency is the fitted concentration of half-maximal effect; % of control where 0% means no effect; nearly all actives have a fitted effect of over 55% in size
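Cells (250 per well) received 23 nL compound or DMSO by pin tool and were kept 48 hr at 37 C, 5% CO2. Nuclei were then stained with Hoechst for 40 min and scanned for DNA content.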
DRD3 antagonist = antagonists of human D3 dopamine receptor; D3R cells, DiscoveRx beta-arrestin luminescence, antagonist mode; stronger effect = lower value; max response, negative = inhibition, %; 360,000 compounds, 2.5% hits; AID 652054; in the data active = max response below about -50%; inconclusive = no clear call, values can overlap the other calls; note: % is set by controls: 0 for no effect and ±100 for the full control effect; mostly tested at two doses, the higher about 12 µM
Target sequence (P35462 whole entry, looked up): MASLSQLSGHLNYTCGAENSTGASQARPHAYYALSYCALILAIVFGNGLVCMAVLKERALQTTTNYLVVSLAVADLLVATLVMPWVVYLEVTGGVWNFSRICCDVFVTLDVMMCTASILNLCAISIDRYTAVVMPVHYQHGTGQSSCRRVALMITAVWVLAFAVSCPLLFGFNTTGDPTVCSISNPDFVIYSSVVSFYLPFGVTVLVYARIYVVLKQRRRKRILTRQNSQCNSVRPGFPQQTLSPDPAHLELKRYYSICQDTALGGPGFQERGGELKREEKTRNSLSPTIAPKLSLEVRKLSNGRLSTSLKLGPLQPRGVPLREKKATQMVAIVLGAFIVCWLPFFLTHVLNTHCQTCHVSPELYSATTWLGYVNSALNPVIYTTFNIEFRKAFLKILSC
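Cells expressing the human receptor were seeded at 1500 cells/well, incubated overnight at 37 degrees C in 5% CO2, then exposed to library compounds with dopamine controls for 90 minutes at 37 degrees C before luminescent detection.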
KB-3-1 cytotox = kills parental KB-3-1 adenocarcinoma cells; 400,000 compounds, 1.4% hits; AID 1347075; KB-3-1 viability, CellTiter-Glo ATP luminescence, 72 h; Potency, µM (doses to about 46.1 µM), without a hit: top-dose activity change, negative = cytotoxic, most hits filed as cytotoxic; note: potency is the fitted concentration of half-maximal effect; % is set by controls: 0 for no effect and ±100 for the full control effect; nearly all actives have a fitted effect of over 60% in size
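72 h, 37 °C compound treatment of KB-3-1 parental cells; CellTiter-Glo added, 10 min, luminescence read. Data corrected against DMSO-only plates and normalized before curve fitting.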
KB-V1 MDR tox = kills drug-selected multidrug resistant KB-V1 cells. KB-V1 MDR cells viability, CellTiter-Glo, 72 h. Potency, µM (series often up to 46.1 µM), for the others: at the highest dose activity change, negative = cytotoxicity, usual class: cytotoxic. 400,000 compounds, 3.4% hits. AID 1347076; note: potency is the fitted concentration of half-maximal effect; % is set by controls: 0 for no effect and ±100 for the full control effect; nearly all actives have a fitted effect of over 60% in size
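Cells of the MDR subline KB-V1 are plated, dosed with compound at multiple concentrations, and incubated 72 h at 37 degrees C; CellTiter-Glo is then added and luminescence read after 10 min.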
HT1080 IDH1KD tx = toxicity to HT-1080 IDH1 knockdown cells (counter line); HT-1080 IDH1 knockdown viability, ATP luminescence, 48 h; 360,000 compounds, 2% hits; Potency, µM (doses to about 46.1 µM), inactives show at the top dose activity, negative = toxicity, actives largely listed as cytotoxic;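 note: potency is the fitted concentration of half-maximal effect; 0% = DMSO wells and -100% = cell-free medium wells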
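CellTiter-Glo luminescence after 48 h compound exposure at 37 degrees C of IDH1-knockdown HT-1080 cells in 5% FBS RPMI. %Activity scaled between DMSO wells and cell-free media wells, with curves fitted and assigned curve classes.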
D3 ag = agonists of human D3 dopamine receptor. max activation, %. 410,000 compounds, 0.58% hits. P35462. D3R DiscoveRx beta-arrestin cells, luminescence, 90 min; in the data active = max activation above about 30%; note: 0% is about no effect; mostly tested at two doses, the higher about 12 µM
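Agonist mode: compounds and dopamine controls were applied to plated cells for 90 min at 37 degrees C after an overnight attachment at 1500 cells/well. Luminescent read-out followed 30 - 60 minutes at room temperature with DiscoveRx detection reagent.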
Active calls of the source: *; ? = inconclusive; nt = not tested or not shown; [ ] = dose if it differs, or a comment. Unless noted, calls come from the whole dose curve; as a rule, active = well fitted curve in the direction sought with a large enough effect; inconclusive = small, poorly fitted or top-dose-only effect, or another doubt; inactive = no such curve, though single readings can be large; an effect the other way counts as inactive or inconclusive.

Each structure is followed by: GLP-1R agonist | IL-1B inflam inh | HT1080NT lethal | SW480 rerep | DRD3 antagonist | KB-3-1 cytotox | KB-V1 MDR tox | HT1080 IDH1KD tx | D3 ag
CCc1noc(C)c1C(=O)N1CCN(c2cccc(C)c2C)CC1
    -2.0% | 4.0 | 2.5% | 11.7% | ? | ? | ? | -0.6% | 1.3
Cc1cccc(Nc2ncnc3ccc(Br)cc23)c1
    2.1% | -50.8* | -12.1% | 20.1% | -14.7 | -17.8% | -15.2% | -20.4% | -16.0
O=C1CC(C(=O)N2CCC(N3CCC(C(=O)NC4CC4)CC3)CC2)c2ccccc21 (stereo not drawn)
    -3.1% | 15.6 | 7.7% | 0.0% | 0.0 | 3.2% | 7.7% | -1.3% | -5.4
O=C(Nc1cccc(Cl)c1)Nc1nnc(-c2ccccc2)o1
    -7.8% | 11.9 | 18.5% | -4.1% | 12.3 | -2.1% | 2.3% | 14.6% | 0.2
CC(C)(C)c1ccc(NC(=O)Nc2ccc(OCC(=O)N3CCOCC3)cc2)cc1
    10.5% | 65.3 | -28.9% | 0.7% | -4.4 | 3.8% | -23.6% | ? | -1.1
COc1ccccc1CNC(=O)c1cccc(S(=O)(=O)N2CCN(C)CC2)c1
    3.5% | 20.1 | 13.6% | -3.3% | 9.7 | -0.8% | -0.7% | 5.5% | -2.2
O=C(NCCc1ccc(Cl)cc1)C1CCN(S(=O)(=O)N2CCC3(CC2)OCCO3)CC1
    -6.5% | 25.9 | -2.2% | 1.2% | 15.2 | -1.5% | ? | 15.7% | 3.4
Cc1ccc(Cn2cc(-c3ccccc3)nn2)cc1
    ? | -3.3 | 19.4% | 26.2%[9.22 µM] | 25.7 | 21.1% | 20.2% | 22.4% | 15.1
CCc1ccc(NC(=O)CCn2cccc2)cc1
    -0.5% | -3.7 | 5.6% | 5.9% | 15.8 | -0.1% | -0.3% | -4.1% | -1.7
O=C(Nc1ccc2c(c1)C(=O)OC2)c1ccc(Cl)cc1Cl
    9.6% | -22.0 | ? | -17.5% | 3.3 | -14.0% | 10.5% | 16.0% | 0.2
OCC[C@H]1C[C@@H](O)[C@H](O)[C@@]2(CCCCO2)O1
    -4.3% | 0.9 | 17.3% | 3.6% | 9.0 | ? | 7.8% | 14.7% | 11.9
CC(=O)Oc1ccc(-c2nc3ccccc3c(=O)o2)cc1
    -3.1% | 7.9 | -4.0% | ? | -21.0 | 4.6% | -5.2% | -5.9% | -3.7
CC1(C)Cc2ccccc2-c2nnc(-c3ccccc3)n21
    -3.8% | 0.0 | -1.3% | -3.2% | -3.9 | 8.7% | -20.4% | 1.8% | 1.4
Cn1cnnc1Sc1nc2c(c(=O)n(C)c(=O)n2C)n1Cc1ccccc1Cl
    6.8% | 5.1 | 4.4% | -10.3% | 16.3 | -9.2% | -29.4% | 2.3% | 2.1
c1ccc2sc(N3CN(CCN4CCOCC4)CN(c4nc5ccccc5s4)C3)nc2c1
    18.8% | -13.2 | -15.3% | 4.3% | -14.0 | ? | 2.1% | -27.8% | -2.9
CCc1noc2c1/C(=N\O)CC(c1ccccc1)C2 (stereo not drawn)
    1.4% | -12.2 | -1.9% | 0.4% | -1.3 | ? | ? | -3.2% | 0.3
COc1cccc2c1OCC1COc3c(c(=O)n(C)c(=O)n3C)C21 (stereo not drawn)
    4.0% | 11.6 | 4.3% | -1.0% | -9.7 | 2.9% | 16.3% | 1.7% | 8.5
COc1cc(C(=O)Nc2ccc(C(=O)NCC3CCCO3)cc2)cc(OC)c1OC (stereo not drawn)
    -0.4% | 4.6 | 4.2% | -0.5% | 39.4 | -0.1% | 12.8% | 0.0% | 1.0
COc1ccc(C=C2NC(=O)NC2=O)cc1O
    -0.5% | -14.9 | 0.1% | nt | -21.9 | 8.8% | 9.6% | -5.7% | -10.2
C=CCSc1ncc(C(=O)OCC)c(N)n1
    16.7% | 12.7 | 1.9% | 0.3% | 2.2 | 7.2% | 10.6% | -12.5% | 4.2
CC(=O)c1c(C)[nH]c(C(=O)OCC(=O)Nc2ccc(Cl)cc2[N+](=O)[O-])c1C
    7.2% | 28.2 | 18.4µM* | -11.2% | 19.0 | 10.0% | ? | -27.4% | 1.0
Cc1ccc(Cl)cc1NC(=O)C1CCCN(S(=O)(=O)c2c(C)noc2C)C1 (stereo not drawn)
    -0.7% | 10.1 | 0.5% | -1.4% | 13.4 | 0.5% | -5.8% | 11.3% | -1.8
O=C(Nc1ccc2c(c1)OCO2)c1cccc(S(=O)(=O)N2CCCC2)c1
    5.8% | 0.0 | 5.7%[9.24 µM] | 1.9% | ? | -19.0% | ? | -19.4% | -5.9
O=C(O)C1CCN(Cc2oc(CO)cc(=O)c2O)C1 (stereo not drawn)
    5.7% | 9.1 | 2.1% | ? | -0.6 | 10.1% | -18.5% | 0.9% | 0.8
COc1ccc(-n2c(O)cnc2Nc2nc(C)cc(C)n2)cc1OC
    -0.2% | 10.5 | 4.6% | 2.0% | -23.2 | 6.7% | 17.7% | 5.8% | -4.5
CC(C)C(c1nnnn1CC1CCCO1)N1CCN(Cc2ccc3c(c2)OCO3)CC1 (stereo not drawn)
    -7.0% | -14.1 | 15.5% | -1.9% | -22.6 | -7.0% | -7.1% | 16.1% | 1.3
Cc1ccc(S(=O)(=O)NC2CCC(C(=O)O)CC2)cc1 (stereo not drawn)
    0.1% | -12.6 | -2.3% | 7.0% | ? | -14.3% | -7.2% | -4.7% | -2.8
O=C(O)C1C2CCC(CC2)C1C(=O)O (stereo not drawn)
    -1.3% | 17.2 | 8.7% | -10.5% | 0.8 | 17.0% | 2.2% | 13.6% | 2.7
O=C(Nc1cnccc1C(F)(F)F)NC1CCCCC1
    7.7% | 2.9 | 4.8% | 4.1% | 5.6 | -1.3% | 9.7% | 9.6% | 5.2
CC(C)=C(C#N)c1nc2ccccc2s1
    -0.4% | 10.8 | 0.7% | 1.8% | -14.6 | 1.1% | -4.0% | 6.6% | 2.7
N#Cc1cccc(OC(=O)c2ccc3c(=O)n4c(nc3c2)CCC4)c1
    -2.0% | 22.9 | -1.7% | -8.1% | 26.4 | -3.1% | -16.8% | -3.3% | 0.6
Cc1ccc(C(=O)Nc2c(C)cc(-c3ccccc3)oc2=O)cc1
    -0.6% | 9.5 | 1.3% | -1.0% | -4.3 | -0.4% | ? | 11.8% | -9.0
CC1(C)NC(=O)N(CC(O)CN(c2ccccc2)S(=O)(=O)c2ccc([N+](=O)[O-])cc2)C1=O (stereo not drawn)
    -1.0% | 7.1 | 5.1% | -0.7% | 0.8 | 6.6% | 2.8% | -3.1% | -4.7
CC(=O)c1cccc(NC(=S)NCCc2ccc(F)cc2)c1
    5.3% | -9.6 | -2.3% | 0.6% | -18.8 | -10.8% | ? | -2.1% | -3.1
O=C(NC1CCCC1)c1ccc(COCC(F)(F)C(F)F)o1
    -0.8% | 2.7 | 12.2% | -3.4% | 5.8 | -5.1% | ? | 0.1% | -1.8
O=C1COc2ccccc2N1Cc1c(F)cccc1Cl
    4.4% | 64.6 | -1.6% | 49.6% | 7.8 | -2.7% | -7.6% | 8.5% | 1.0
COc1cccc2cc(-c3cc(=O)oc4cc(C)c(O)cc34)oc12
    -0.5% | 0.2 | 0.1% | -0.2% | -3.7 | 7.3% | -14.5% | 4.4% | 6.7
Cc1ccc(N(C)S(=O)(=O)c2cccc(C(=O)Nc3ccc(C)cn3)c2)cc1
    -1.0% | -17.3 | -17.4% | -1.7% | 6.1 | -16.6% | ? | -15.8% | 3.4
O=C(O/N=C\c1ccc(N2CCCCC2)c([N+](=O)[O-])c1)c1ccc(Cl)cc1Cl
    -2.9% | -0.7 | 0.5% | ? | -3.0 | -27.7% | ? | 13.9% | 3.0
CCN(CC)c1ccc([N+](=O)[O-])cc1C(=O)O
    -3.9% | 32.9 | 14.5% | -7.2% | 9.1 | 12.7% | 28.9% | 17.5% | -4.1

Single entries from above.
CC(=O)c1c(C)[nH]c(C(=O)OCC(=O)Nc2ccc(Cl)cc2[N+](=O)[O-])c1C – HT1080NT lethal: 18.4µM*
O=C(Nc1cnccc1C(F)(F)F)NC1CCCCC1 – SW480 rerep: 4.1%

New compounds follow:
Each structure is followed by: GLP-1R agonist | IL-1B inflam inh | HT1080NT lethal | SW480 rerep | DRD3 antagonist | KB-3-1 cytotox | KB-V1 MDR tox | HT1080 IDH1KD tx | D3 ag
CCN1CCN(c2ccc(S(=O)(=O)N3CCCCC3)cc2NC(=O)c2cc3ccccc3o2)CC1
    -3.5% | -7.5 | 2.6% | 4.5% | -21.4 | 1.1% | -12.4% | 2.9% | -6.9
CN(C)S(=O)(=O)c1ccc(C(=O)Nc2c(C(=O)Nc3ccc(F)cc3)oc3ccccc23)cc1
    2.0% | nt | nt | nt | nt | 18.6% | 11.3% | nt | 1.3
C=CCSc1nnc(NC(=O)c2cccc(S(=O)(=O)N(C)c3ccccc3)c2)s1
    -3.1% | 0.0 | -6.6% | -1.1% | 24.9 | -3.4% | 16.4µM* | -1.5% | -8.4
CCOc1ccccc1NC(=O)CCNS(=O)(=O)c1ccc(NC(C)=O)cc1
    -3.7% | 2.4 | -1.4% | 0.7% | 18.6 | 0.3% | 24.6% | 24.7% | 1.9
CC(NC(=O)c1ccccc1F)c1cccc2ccccc12 (stereo not drawn)
    -3.5% | -3.0 | -0.9% | -6.5% | ? | ? | -13.6% | -0.5% | -31.9
C/C(=N\NC(=O)CNc1cccc(C(F)(F)F)c1)c1cccs1
    11.8% | -6.7 | -20.8% | -15.4% | 3.3 | -8.6% | ? | -0.3% | 2.1
C=CCN1C(=O)C(C)(C)Nc2ccccc21
    -6.9% | 10.2 | -1.4% | -5.5% | 3.1 | 0.2% | 20.4% | -1.0% | -2.9
CN1C(=O)[C@@H]2[C@H](C1=O)[C@@H]1C(=O)Nc3ccccc3C(=O)N1[C@@H]2c1ccc(Br)cc1
    1.0% | 17.6 | 3.8% | -3.9% | -5.7 | 14.0% | -0.5% | 11.5% | 2.4
